Efa HMGR inh: blocks class II HMG-CoA reductase of Enterococcus faecalis; purified E. faecalis HMGR, NADPH absorbance 340 nm kinetic; actives 0.41% (n = 190,000); inhibition, % at 10 µM;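 active means inhibition above a set limit, the median over all tested compounds plus 3 SD, cut at about 9.5% in these data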;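 further: enzyme runs in reverse so mevalonate oxidation gives rising NADPH absorbance; 0% = complete reaction with DMSO and 100% = background rate lacking mevalonate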
FLuc inhib CS: Photinus pyralis luciferase inhibition counter-screen | actives 1.5% (n = 200,000) | inhibition, % at 10 µM | ATPLite firefly luciferase biochemical luminescence, 10 min | P08659 | AID 1006;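 active means inhibition above about 50% when tested at 10 µM, limit read from the data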
Target sequence (P08659 whole entry, looked up): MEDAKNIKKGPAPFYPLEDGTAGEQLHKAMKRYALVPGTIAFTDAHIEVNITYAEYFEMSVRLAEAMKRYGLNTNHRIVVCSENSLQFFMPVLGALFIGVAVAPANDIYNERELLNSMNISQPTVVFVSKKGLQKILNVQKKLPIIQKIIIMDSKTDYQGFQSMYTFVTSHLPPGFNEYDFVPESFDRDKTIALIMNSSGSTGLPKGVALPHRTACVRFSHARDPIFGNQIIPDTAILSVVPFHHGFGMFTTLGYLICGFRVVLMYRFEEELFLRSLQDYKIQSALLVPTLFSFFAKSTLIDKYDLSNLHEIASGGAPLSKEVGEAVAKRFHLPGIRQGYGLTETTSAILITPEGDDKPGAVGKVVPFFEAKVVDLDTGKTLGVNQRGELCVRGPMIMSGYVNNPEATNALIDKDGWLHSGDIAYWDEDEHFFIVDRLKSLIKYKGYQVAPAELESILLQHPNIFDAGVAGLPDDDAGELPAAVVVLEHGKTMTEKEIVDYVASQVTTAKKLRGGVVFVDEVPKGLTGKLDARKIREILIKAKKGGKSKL
APP transl inh: APP translation inhibition. AID 1285. inhibition, % at 2 µM. SH-SY5Y APP 5'UTR-luciferase reporter, luminescence. actives 0.82% (n = 190,000);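 active means inhibition above a set limit, derived from the sample mean plus 3 SD, cut at about 45% in these data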; further: values of inactives mirror those of a sister screen read the other way
FLuc stim CS: affects firefly luciferase, flagging false hits in luciferase stimulation screens. AID 1027. ATPlite luciferase biochemical, luminescence, 10 min; 0 = ATP-free wells, 1 = DMSO control. P08659. 200,000 tested, under 10 active. activation factor at 10 µM;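 active means luciferase activation factor, scaled between plate controls, of at least 2 with compound at 10 µM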
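Assay system: Luciferase/luciferin detection reagent, cell-free biochemical luciferase assay / Also added: ATP substrate / Schedule: 10 min at ambient temperature / Measured by: luminescence measurement of luciferase light output / Benchmarks: low control with PBS replacing ATP, high control enzyme plus ATP without compound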
APP 5'UTR act: activates APP 5'UTR luciferase reporter. SH-SY5Y APP 5'UTR luciferase reporter, luminescence; zero percent = DMSO vehicle wells. activation, % at 2 µM. actives 1% (n = 190,000);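 active means activation above a set limit, based on mean plus 3 SD of controls, cut at about 140% in these data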; further: values of inactives mirror those of a sister screen read the other way
Redox H2O2 prof: compounds producing H2O2 with reducing agent – biochemical, NIH compound library profiling, artefact control for MLSCN library redox annotation, primary screen. activation, % at 10 µM. DTT-dependent redox cycling H2O2, phenol red/HRP absorbance; 100% = 100 µM peroxide control, 0% = buffer. actives 0.03% (n = 200,000);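 active means activation of at least 50% relative to the plate's high and low controls in the primary single-dose screen; inactive means activation below 50%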;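 further: compound incubated with DTT at 0.8 mM final as the reducing agent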
STAT1 activator: activators of IFN-gamma induced STAT1 signaling. AID 932. activation (% of control), % at 5.5 µM. NIH 3T3 STAT1-luciferase reporter, luminescence; 100% = IFN-gamma alone, no compound. actives 2.6% (n = 200,000);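 active means activation above the screen-wide mean activation plus 3 SD, cut at about 130% in these data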;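 further: raw ratio to IFN-gamma control signal so 100% means no change and 0% no light; values of inactives mirror those of a sister screen read the other way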
G6PDH CS: inhibits Leuconostoc G6PDH, flagging false hits in G6PDH-based assays | actives 0.12% (n = 200,000) | Purified L. mesenteroides G6PDH, diaphorase/resazurin coupled fluorescence, 45 min | inhibition, % at 5 µM; in the data active means inhibition above about 50%
Hsp70 activator: Hsp70 transcriptional activation, primary screen | AID 1203 | HeLa Hsp70 promoter luciferase reporter, luminescence; scaled: vehicle 0, proteasome-inhibitor control 100% | activation, % at 10 µM | actives 0.04% (n = 200,000);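 active means activation above the mean across all tested compounds plus 3 SD, cutoff set per campaign, cut at about 5.5% in these data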;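 further: 100% = MG132 at 30 µM as the positive control and 0% = DMSO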
NF-kB expr up: raises NF-kB expression in human neuronal cells; AID 1239; fold change at 12.5 µM; actives 1.6% (n = 190,000); NF-kB reporter expression; stronger effect = higher value; in the data active means fold change above about 3.3
* = called active by the depositor. Random draw from the library; about 5.3% have a hit in one of these screens.

#	SMILES	Redox H2O2 prof	FLuc stim CS	Hsp70 activator	NF-kB expr up	FLuc inhib CS	APP 5'UTR act	G6PDH CS	Efa HMGR inh	STAT1 activator	APP transl inh
1	c1ccc(-c2n[nH]c3ccccc23)cc1	-2.6	1	-0.3	1.5	-2	23	24	1	99	-23
2	CCOc1ccc(N(CC(=O)Nc2ccc(OC)cc2)S(=O)(=O)c2c(C)noc2C)cc1	0.0	1.1	-0.2	1.2	-7	11	7	-3	96	-11
3	CCOc1ccccc1OCC(=O)NC1CCCCC1	0.1	1	-0.4	1.1	-3	-13	4	0	98	13
4	O=C(c1ccc(S(=O)(=O)Cc2cc(F)ccc2F)c([N+](=O)[O-])c1)N1CCCC1	-0.1	1	-0.4	1.2	-4	21	3	-2	94	-20
5	OCCNc1nc(N2CCOCC2)nc(N2CCOCC2)n1	0.0	1	-0.1	1.3	-3	-10	-3	2	104	10
6	Cc1c(C(=O)NC(C)CCc2ccccc2)cccc1[N+](=O)[O-] (configuration not stated)	1.3	1	-0.2	0.95	-2	-5	14	-7	96	5
7	O=C(NNS(=O)(=O)c1ccc(Cl)cc1)C1CCN(Cc2ccccc2)CC1	1.3	1	-0.5	1.3	1	-1	11	-4	107	1
8	Cc1c(NC(=O)c2ccc3c(c2)C(=O)N(CC2CCCO2)C3=O)cccc1C(=O)O (configuration not stated)	-1.2	1	0.2	1.1	3	11	-9	-2	107	-11
9	O=C(Nc1ccccc1)N1CCC(C(=O)N(Cc2ccco2)Cc2cccs2)CC1	2.1	1	-0.2	0.74	-1	8	15	-3	93	-8
10	Oc1cnn(-c2ccccc2)c1	-0.6	1	0.0	0.93	-2	-10	1	-7	98	10
11	CC(C)NC(=O)c1ccc2c(=O)n(Cc3ccco3)c(=S)[nH]c2c1	-3.5	1	-0.3	1.1	-2	7	8	-7	98	-7
12	CCOCCCNC(=O)CCC(=O)NNc1nc2ccccc2c2nc(-c3ccccc3)nn12	0.6	1	-0.3	0.38	2	-3	-18	-11	99	3
13	CC1=Nc2cc(C(=O)NCc3ccco3)ccc2Sc2ccc(C)cc21	-0.1	1.1	-0.4	3.5*	-7	-96	7	-2	95	96*
14	Cc1ccc(C(=O)COc2ccccc2-c2ccccc2)cc1	-0.5	1.1	-0.4	1	-6	4	-15	-3	101	-4
15	O=C1C2ON(c3ccccc3)C(c3cccnc3)C2C(=O)N1Cc1ccccc1 (configuration not stated)	0.0	1	-0.2	0.93	0	9	4	-3	83	-9
16	Cc1ccc(O)c(C(CC(=O)NCc2cccnc2)c2ccccc2)c1 (configuration not stated)	-3.6	1	-0.2	1.5	-5	10	16	-6	95	-10
17	CCCC(C)NS(=O)(=O)c1ccccc1 (configuration not stated)	1.8	1.1	-0.6	1.1	-6	5	2	-3	99	-5
18	COc1nc(NCc2ccc(Cl)cc2)nc(OC)n1	0.5	1	0.3	0.91	3	8	4	-3	103	-8
19	C/C(CCc1ccco1)=N\NC(=O)CNc1cccc2ccccc12	0.2	1	-0.5	1.3	2	-4	9	-2	102	4
20	CNC(=O)C1Cc2ccccc2CN1S(=O)(=O)c1cccs1 (configuration not stated)	-0.5	1.1	-0.5	1.5	-8	24	6	4	97	-24
21	COCCn1c(SCC(=O)c2ccc3c(c2)OCCO3)nnc1C(C)C	0.2	1	-0.3	1	0	11	-4	-5	100	-11
22	Fc1ccc(-c2nnc3sc(C4COc5ccccc5O4)nn23)cc1 (configuration not stated)	3.4	1	-0.5	1.4	-4	11	-5	-3	96	-11
23	O=C(Nc1ccccc1C(=O)OCC(=O)N1CCc2ccccc2C1)c1ccco1	2.3	1	-0.2	1.2	0	-2	8	0	105	2
24	CCOc1ccccc1OCC(=O)NCCc1ccc(S(N)(=O)=O)cc1	-0.3	1	-0.1	1.1	-2	3	0	4	96	-3
25	Cc1nn(C)c(Cl)c1CN1CCC(CO)(CCOc2ccccc2)CC1	-0.4	1	0.1	1	0	-4	17	-2	94	4
26	CCN(CC)CCN1C(=O)C(=O)/C(=C(/O)c2c(C)[nH]c(C(=O)OC)c2C)C1c1ccccc1 (configuration not stated)	0.0	1	-0.1	1.4	-3	-18	0	-3	103	18
27	COc1ccc(OC)c2[nH]c(=O)c(CCNS(=O)(=O)c3ccc(C)cc3)cc12	-0.5	1	-0.1	1	-3	-7	5	-2	102	7
28	CS(=O)(=O)c1ccc(C(=O)OCc2nnc(-c3ccc(Cl)cc3)o2)cc1[N+](=O)[O-]	-1.4	1	0.0	8.4*	0	-19	-8	-4	87	19
29	COC(=O)c1ccc(C(=O)OC)c(NC(=O)C(C)C)c1	-0.1	1	0.1	1.1	3	-17	6	-4	97	17
30	CC(NC(=O)C(=O)N/N=C\c1ccc([N+](=O)[O-])cc1)c1ccccc1 (configuration not stated)	-1.2	1	-0.2	1.1	-3	-16	6	-2	94	16
31	CC1=Nc2cccc([N+](=O)[O-])c2NC(=O)C1	-1.1	1.1	-0.1	1.2	-10	12	3	-4	90	-12
32	CS(=O)(=O)N1CCC(C(=O)Nc2cc(Cl)cc(Cl)c2)CC1	-0.4	1.1	-0.2	0.99	-7	25	14	-4	107	-25
33	Cc1ccc(C(=O)N2CCN(S(=O)(=O)c3ccccc3[N+](=O)[O-])CC2)o1	-2.8	1.1	-0.2	1.2	-7	11	1	-12	94	-11
34	Cc1ccc(OCC(=O)NNC(=O)c2cc3ccccc3o2)cc1	-1.1	1	-0.2	1.2	-3	-11	6	-4	107	11
35	COCCn1c(=NC(=O)c2cc(Cl)sc2Cl)sc2cc(S(N)(=O)=O)ccc21	0.0	1	-0.1	0.98	-3	-13	8	-5	109	13
36	CCN(CC)CC(=O)Nc1ccc(C)cc1Br	0.3	1	0.5	1.3	-2	13	2	-3	104	-13
37	C=CCNC(=S)NNC(=O)c1ccc(OCC)cc1	-4.8	1	-0.2	1.1	-1	-6	1	-6	96	6
38	C=CCN(CC=C)C(=O)CCc1nnc(CCc2c[nH]c3ccccc23)o1	0.2	1.1	-0.3	1.8	-6	-3	4	-9	115	3
39	Cc1oc(CC(C)C)c(CN2CCCC2)c1C(=O)O	0.9	1.1	-0.3	1.2	-7	6	-7	-2	98	-6
40	COc1ccc(/C=N/NC(=O)CCCCCNC(=O)c2ccccc2)cc1	-0.2	1	0.0	1.5	0	2	-11	-3	99	-2
41	CCOC(=O)c1sc(=S)n(-c2ccc(Cl)cc2)c1C	-0.6	1.1	-0.4	1.2	-5	-3	2	-7	97	3
42	COc1ccc2cc(CN(CC3CCCO3)C(=O)Nc3ccccc3)c(=O)[nH]c2c1 (configuration not stated)	0.1	1.1	-0.4	0.75	-9	-4	21	-4	109	4

Filtered by structure: those above containing a halogen (ten)
#	SMILES	Redox H2O2 prof	FLuc stim CS	Hsp70 activator	NF-kB expr up	FLuc inhib CS	APP 5'UTR act	G6PDH CS	Efa HMGR inh	STAT1 activator	APP transl inh
4	O=C(c1ccc(S(=O)(=O)Cc2cc(F)ccc2F)c([N+](=O)[O-])c1)N1CCCC1	-0.1	1	-0.4	1.2	-4	21	3	-2	94	-20
7	O=C(NNS(=O)(=O)c1ccc(Cl)cc1)C1CCN(Cc2ccccc2)CC1	1.3	1	-0.5	1.3	1	-1	11	-4	107	1
18	COc1nc(NCc2ccc(Cl)cc2)nc(OC)n1	0.5	1	0.3	0.91	3	8	4	-3	103	-8
22	Fc1ccc(-c2nnc3sc(C4COc5ccccc5O4)nn23)cc1 (configuration not stated)	3.4	1	-0.5	1.4	-4	11	-5	-3	96	-11
25	Cc1nn(C)c(Cl)c1CN1CCC(CO)(CCOc2ccccc2)CC1	-0.4	1	0.1	1	0	-4	17	-2	94	4
28	CS(=O)(=O)c1ccc(C(=O)OCc2nnc(-c3ccc(Cl)cc3)o2)cc1[N+](=O)[O-]	-1.4	1	0.0	8.4*	0	-19	-8	-4	87	19
32	CS(=O)(=O)N1CCC(C(=O)Nc2cc(Cl)cc(Cl)c2)CC1	-0.4	1.1	-0.2	0.99	-7	25	14	-4	107	-25
35	COCCn1c(=NC(=O)c2cc(Cl)sc2Cl)sc2cc(S(N)(=O)=O)ccc21	0.0	1	-0.1	0.98	-3	-13	8	-5	109	13
36	CCN(CC)CC(=O)Nc1ccc(C)cc1Br	0.3	1	0.5	1.3	-2	13	2	-3	104	-13
41	CCOC(=O)c1sc(=S)n(-c2ccc(Cl)cc2)c1C	-0.6	1.1	-0.4	1.2	-5	-3	2	-7	97	3

Screening data deposited in PubChem by several laboratories.
